Source: PubChem (Vanderbilt University)
GIRK2 activator = Activates human GIRK2-containing potassium channels; 34,000 tested, under 10 active; HEK293 GIRK2/NPY4 cells, thallium flux fluorescence; activation (% efficacy), % for hits at 37.5 µM;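 active means primary screen hit, no activity in plain HEK293 cells, and in GIRK2-only cells above 5% efficacy rising with concentration; inactive means the rest, including fluorescent compounds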;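 further: efficacy is normalized control-subtracted fluorescence 15 s after thallium addition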
Target sequence (P48051 whole entry, looked up): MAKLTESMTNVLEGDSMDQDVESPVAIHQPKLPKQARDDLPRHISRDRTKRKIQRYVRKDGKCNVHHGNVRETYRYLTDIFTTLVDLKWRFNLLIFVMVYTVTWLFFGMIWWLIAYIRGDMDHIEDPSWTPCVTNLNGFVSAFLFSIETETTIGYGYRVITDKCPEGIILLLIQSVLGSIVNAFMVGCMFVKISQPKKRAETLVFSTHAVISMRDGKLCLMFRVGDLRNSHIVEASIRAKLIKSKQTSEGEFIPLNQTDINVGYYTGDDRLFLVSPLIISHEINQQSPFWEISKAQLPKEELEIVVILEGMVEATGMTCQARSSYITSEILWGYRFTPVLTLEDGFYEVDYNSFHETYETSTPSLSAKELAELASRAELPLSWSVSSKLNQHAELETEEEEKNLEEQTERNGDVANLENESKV
Calls only; i = inactive. Only part of the results is shown; the hit share may differ from the screen's.

structure,GIRK2 activator
COc1ccc(-c2cc(CC(=O)NC3CCCCC3C)no2)cc1OC (stereo not drawn),i
COc1ccc(CCC(=O)NCC(O)(c2ccccc2)C(F)(F)F)cc1 (stereo not drawn),i
Cc1ccc(C)c(Cn2nc3ccc(S(=O)(=O)N4CCSCC4)cn3c2=O)c1,i
O=C(COc1ccc2ccccc2c1)NNC(=O)c1cccn(Cc2ccc(F)cc2)c1=O,i
Cc1c(C#N)c2nc3ccccc3n2c(=O)/c1=C\Nc1ccc2c(c1)OCO2,i
Cc1cc(C(=O)NCC(O)(c2ccccc2)C(F)(F)F)no1 (stereo not drawn),i
O=C(Nc1nnc(CS(=O)(=O)c2ccccc2)o1)c1cccs1,i
COCCN1CCC(CNC(=O)C(=O)Nc2c(C)cccc2C)CC1,i
N#Cc1ccccc1NC(=O)C(=O)NCC1CCN(Cc2ccsc2)CC1,i
O=C(NC1CCCCC1N1C(=O)CSC1=O)c1cncc(Br)c1 (stereo not drawn),i
COc1ccc(OC)c(S(=O)(=O)NCC2CCN(C)CC2)c1,i
O=C(Cc1ccc(NC(=O)c2cnc3ccccc3n2)cc1)NCC(F)(F)F,i
O=C(Cc1ccc(NC(=O)C2(c3ccc(Cl)cc3)CCCC2)cc1)N1CCC(O)CC1,i
O=C(CCCNC(=O)c1ccc2nsnc2c1)Nc1cccc2cccnc12,i
CC(C)Oc1ccc(C(=O)N2CCOC(c3ccccc3)C2)cc1 (stereo not drawn),i
CC(C)N1CCC(CNS(=O)(=O)c2cccc(Cl)c2)CC1,i
Cc1ccc(Cn2nc(C(=O)Nc3cc(C)ns3)ccc2=O)cc1,i
Cc1cccc(NC(=O)CCc2csc(NC(=O)c3ccc(F)cc3)n2)c1C,i
Cc1cccc(NC(=O)C(=O)NCC(=O)N2CCOC(c3ccccc3)C2)c1 (stereo not drawn),i
Cc1c(Cl)ccc2sc(N(CCCn3ccnc3)C(=O)COc3ccccc3)nc12,i
COC(=O)CC1(C(=O)OC)SC(=Nc2ccccc2)NN1c1nc2ccccc2s1 (stereo not drawn),i
CC(C)(C)OC(=O)N1CCN(CCNS(=O)(=O)c2cccc(Cl)c2)CC1,i
CC(=O)N1CCN(C(=O)CCc2csc(NC(=O)c3ccc[nH]c3=O)n2)CC1,i
CCSc1nnc(NC(=O)CSc2nnnn2-c2ccccc2F)s1,i
COc1nn(C)cc1-c1nnc(SCC(=O)Nc2ccc(C(F)(F)F)cc2)n1C,i
COc1ccc(CC(=O)Nn2cnc3c(cnn3-c3ccccc3)c2=O)cc1,i
Cc1ccc(-c2ccc(OCCNS(=O)(=O)c3ccc(C)cc3C)nn2)cc1,i
O=C(NC1CCCC1)c1ccc(N2CCCCS2(=O)=O)cc1,i
COc1ccc(CC(=O)N2CCOC(c3ccccc3)C2)cc1OC (stereo not drawn),i
CN(C)c1cccc(C(=O)Nc2ccc(-n3nnn(CC(N)=O)c3=O)cc2)c1,i
O=c1[nH]c2c(c3c1CCC3)CCCC2,i
CC(=O)Nc1ccc(OCC(O)CN2CCN(S(=O)(=O)c3ccccc3)CC2)cc1 (stereo not drawn),i
Cc1c(C(=O)N2CCN(c3ccc(-c4ccccn4)nn3)CC2)cnn1-c1ccccc1,i
CC(C)C(=O)Nc1ccc(S(=O)(=O)NCC2CCN(Cc3ccco3)CC2)cc1,i
CCOc1ccc(S(=O)(=O)Nc2ccc(-c3cn4nc(OC)ccc4n3)cc2)cc1,i
O=C(CCCc1ccccc1)NCC(O)Cc1ccccc1 (stereo not drawn),i
O=C(c1ccc(=O)n(Cc2ccc(F)cc2)n1)N1CCN(c2cccc(Cl)c2)CC1,i
COC(=O)c1nnn(CC(=O)Nc2ccc(Br)cc2F)c1C(=O)OC,i
CCOc1ccc(NC(=O)CSc2nnc(-c3ccc(OC)c(OC)c3)n2N)cc1,i
COc1cc(OC)cc(C(=O)Nc2cc(-c3cn4nc(OC)ccc4n3)ccc2Cl)c1,i
Nc1c(S(=O)(=O)c2cccc(Cl)c2)c2nc3ccccc3nc2n1CC1CCCO1 (stereo not drawn),i
CCCN1C(=O)NC2(CCN(C(=O)C(C)Oc3ccccc3)CC2)C1=O (stereo not drawn),i
COc1ccc(OC)c(NC(=O)c2cc3cc(Cl)ccc3oc2=O)c1,i
Cc1ccc(S(=O)(=O)CCC(=O)Nc2cc(C)nn2C(C)C)cc1,i
Cc1cc(C)c(NC(=O)C(=O)NCC2(c3cccs3)CCOCC2)c(C)c1,i
O=C(Cc1csc(Nc2ccccc2)n1)N1CCN(c2ncccn2)CC1,i
O=S1(=O)CCC(n2nc(-c3ccco3)cc2NS(=O)(=O)c2ccc(F)cc2)C1 (stereo not drawn),i
CCn1nnc2c(Nc3cc(Cl)ccc3C)ncnc21,i
CC(C)Oc1ccc(C(=O)NCCCN2CCOC(c3ccccc3)C2)cc1 (stereo not drawn),i
O=C(NC1(c2nc(-c3cnccn3)no2)CCCCC1)c1ccsc1,i
O=C(c1cc(=O)c2ccccc2o1)N1CCC(c2nnc(-c3ccc(F)cc3)o2)CC1,i
CSc1ccccc1NC(=O)C(=O)NCC(O)c1ccsc1 (stereo not drawn),i
COc1ccc(Cn2c(SCc3nc(-c4ccc(Cl)cc4)no3)nc3ccsc3c2=O)cc1,i
CCCCN1C(=O)CCc2cc(NC(=O)c3ccc(OC)c(OC)c3)ccc21,i
CCNC(=O)C1Cc2ccccc2N1C(=O)Nc1ccc2c(c1)OCO2 (stereo not drawn),i
O=C(NCC(O)c1ccsc1)C(=O)Nc1ccc(F)c(Cl)c1 (stereo not drawn),i
O=C(Nc1ccc2c(c1)OCCO2)c1csc(NS(=O)(=O)c2ccccc2)n1,i
Cc1cc(NC(=O)Cc2ccc3c(c2)OCO3)n(C(C)C)n1,i
Cc1nnc(NC(=O)CSc2cc(N3CCCC3)ncn2)s1,i
O=C(NCCc1ccccc1)C1CCN(c2cc(Oc3ccccc3)ncn2)CC1,i

More results:
structure,GIRK2 activator
Cc1ccc2c(c1)NC(SCC(=O)Nc1cc(Cl)ccc1C)=NS2(=O)=O,i
COc1ccc(C(=O)NCCn2ncc3c(N4CCN(c5ccccc5)CC4)ncnc32)cc1OC,i
Cc1ccc(-c2ccc(=O)n(CCCNC(=O)Nc3ccc(F)cc3F)n2)cc1,i
CC(C)=CC(=O)Nc1sc2c(c1C(N)=O)CCC(C)C2 (stereo not drawn),i
COCc1nc2ccccc2n1CC(O)COc1ccc(C(C)C)cc1 (stereo not drawn),i
Cc1cc(C)c(S(=O)(=O)NCC2CCN(Cc3ccco3)CC2)cc1C,i
Cc1cnc2c(c1SCC(=O)Nc1ccc3c(c1)OCCO3)c(=O)n(C)c(=O)n2C,i
Cc1noc(C)c1S(=O)(=O)Nc1cc(-c2ccco2)nn1C1CCS(=O)(=O)C1 (stereo not drawn),i
Cn1nnc2c(N3CCN(C(=O)c4ccccc4S(C)(=O)=O)CC3)ncnc21,i
Cc1ccc2nc3c(cc(C(=O)N(C)CCC#N)n3C)c(=O)n2c1,i
O=C(NCCCn1nc(-c2ccncc2)ccc1=O)c1cc2ccccc2o1,i
Cc1cc(NC(=O)C2CCCN(c3cc(-n4cccn4)ncn3)C2)ccc1Br (stereo not drawn),i
CCn1nnc2c(SCC(=O)N3CC(C)OC(C)C3)ncnc21 (stereo not drawn),i
NC(=O)C1Cc2ccccc2N1S(=O)(=O)c1ccccc1 (stereo not drawn),i
Cc1cccc(NC(=O)c2ccc(=O)n(Cc3ccc(Cl)cc3)c2)n1,i

(further entries)
mol	GIRK2 activator
COc1ccc(-c2ccc(=O)n(CCCC(=O)Nc3ccccc3C(F)(F)F)n2)cc1	i
O=C(NCC(O)(c1ccccc1)C(F)(F)F)C(=O)Nc1ccccc1 (stereo not drawn)	i
Cn1ccnc1N1CCN(CC(=O)N2CCc3ccccc32)CC1	i
CC1CCCCN1Cc1nc2c(c(=O)n(C)c(=O)n2C)n1CC(N)=O (stereo not drawn)	i
COc1ccc(Cl)cc1C(=O)Nc1cc(C2CC2)nn1-c1nc(C)cc(=O)[nH]1	i
Cc1cc(C)cc(NC(=O)N2CCN(c3ccc4nnc(C5CC5)n4n3)CC2)c1	i
CCC(NC)c1cccc(OC)c1 (stereo not drawn)	i
COc1ccc(-c2nnc3ccc(OCCNC(=O)Nc4ccccc4C)nn23)cc1OC	i
CCc1nnsc1C(=O)Nc1ccc(S(=O)(=O)N2CCC(C)CC2)cc1	i
CCC(CC)C(=O)Nc1cc(-c2cn3nc(OC)ccc3n2)ccc1C	i
Cc1cc(-c2nnc(SCC(=O)Nc3nc4ccc(F)cc4s3)o2)c(C)o1	i
N#Cc1ccccc1CN1CCC(c2nnc(-c3ccc(F)cc3)o2)CC1	i
CCCn1c(N2CCC(C)CC2)nc2c1c(=O)n(C)c(=O)n2C	i
COc1ccc(NC(C)=O)cc1NC(=O)c1n[nH]c2ccccc12	i
O=C(NCCS(=O)(=O)N1CCN(c2ccccn2)CC1)c1c(F)cccc1F	i

The last 7 compounds of the section above lead into the next.
mol	GIRK2 activator
CCc1nnsc1C(=O)Nc1ccc(S(=O)(=O)N2CCC(C)CC2)cc1	i
CCC(CC)C(=O)Nc1cc(-c2cn3nc(OC)ccc3n2)ccc1C	i
Cc1cc(-c2nnc(SCC(=O)Nc3nc4ccc(F)cc4s3)o2)c(C)o1	i
N#Cc1ccccc1CN1CCC(c2nnc(-c3ccc(F)cc3)o2)CC1	i
CCCn1c(N2CCC(C)CC2)nc2c1c(=O)n(C)c(=O)n2C	i
COc1ccc(NC(C)=O)cc1NC(=O)c1n[nH]c2ccccc12	i
O=C(NCCS(=O)(=O)N1CCN(c2ccccn2)CC1)c1c(F)cccc1F	i
CC(C)S(=O)(=O)c1ccc(CC(=O)NCC(O)(c2cccs2)C2CC2)cc1 (stereo not drawn)	i
CN1CCOc2ccc(NC(=O)Nc3cccs3)cc2C1=O	i
Cc1cc(C)c(-c2ccc(=O)n(CC(=O)Nc3ccc4c(c3)OCCO4)n2)cc1C	i
Cc1ccc(NC(=O)C(=O)NCC(c2cccc3ccccc23)N2CCCC2)cc1C (stereo not drawn)	i
O=C(Nn1cnc2c(cnn2-c2ccccc2)c1=O)C1CC(=O)N(c2ccccc2)C1 (stereo not drawn)	i
Cc1cc(C)n(-c2cc(NCCNS(=O)(=O)c3ccc(C(F)(F)F)cc3)ncn2)n1	i
O=C(Cc1ccc(Cl)cc1)NCCOc1ccc(-c2cccs2)nn1	i
COc1ccc(CNC(=O)NCC2CCN(S(C)(=O)=O)CC2)cc1	i
CCCC(Oc1ccc(Br)cc1)c1nc2c3cc(OC)c(OC)cc3nc(=S)n2[nH]1 (stereo not drawn)	i
COc1ccc(-c2noc(C3CCN(S(=O)(=O)c4cccs4)CC3)n2)cc1	i
CCCNS(=O)(=O)CCCOc1ccc(F)cc1	i
Nc1nc(SCC(=O)Nc2ccc3c(c2)OCO3)ncc1S(=O)(=O)c1cccs1	i
O=C(NCc1ccccc1Cl)C(=O)Nc1c2c(nn1-c1ccc(Cl)cc1)CSC2	i
CCOc1ccc(-c2ccc(=O)n(Cc3ccc(Br)cc3)n2)cc1	i
COCC(=O)Nc1ccc2c(COC)cc(=O)[nH]c2c1	i

Reformatted with each value named: four of the compounds above.
CC1CCCCN1Cc1nc2c(c(=O)n(C)c(=O)n2C)n1CC(N)=O (stereo not drawn)
  GIRK2 activator: i

COc1ccc(Cl)cc1C(=O)Nc1cc(C2CC2)nn1-c1nc(C)cc(=O)[nH]1
  GIRK2 activator: i

Cc1cc(C)cc(NC(=O)N2CCN(c3ccc4nnc(C5CC5)n4n3)CC2)c1
  GIRK2 activator: i

CCC(NC)c1cccc(OC)c1 (stereo not drawn)
  GIRK2 activator: i

Continued:
mol	GIRK2 activator
CCOC(=O)N1CCN(C(=O)CSc2ncc(CO)n2Cc2ccc(C)cc2)CC1	i
O=C(CC(c1ccccc1)c1ccccc1)NCC1(O)CCc2ccccc21 (stereo not drawn)	i
CS(=O)(=O)N1CCCC1C(=O)Nc1ccc2sccc2c1 (stereo not drawn)	i
CC1C(=O)NCCN1C(=O)CCCSc1ccc(Cl)cc1 (stereo not drawn)	i
CCCn1c(=O)c2sc(N3CCCCC3)nc2n(CC(=O)Nc2ccc(F)cc2F)c1=O	i
CCOC(=O)c1ccc2c(c1)sc(=NC(=O)c1ccn(C)n1)n2CC	i
O=C(Cc1ccc(NC(=O)c2ccc(Br)cc2)cc1)NCC(F)(F)F	i
COc1ccc2[nH]c3c(SCC(=O)Nc4ccc5c(c4)OCO5)ncnc3c2c1	i
CS(=O)(=O)N1CCCCC1C(=O)Nc1ccc(-c2nc3ccccc3s2)c(O)c1 (stereo not drawn)	i
Cc1ccccc1-c1ccc(=O)n(CC(=O)NCc2ccccc2Cl)n1	i
Cn1c(-c2ccccc2)nn(CCNC(=O)C2CCN(S(C)(=O)=O)CC2)c1=O	i
O=C(NCCS(=O)(=O)N1CCN(CCc2ccccc2)CC1)c1ccco1	i
Cc1cc(C)c(NC(=O)Cn2nc3c(cc2=O)CCCC3)c(C)c1	i
CCNC(=O)C(=O)NCC(C)(O)c1ccc2c(c1)OCO2 (stereo not drawn)	i
COc1ccc(/C=C\C(=O)Nc2cc(C3CC3)nn2-c2nc(C(C)C)cc(=O)[nH]2)cc1OC	i
O=C(Nc1nc2ccc([N+](=O)[O-])cc2s1)c1csc(Nc2ccccc2)n1	i
C=CCc1ccccc1OCC(O)CN1CCN(C(=O)OCC)CC1 (stereo not drawn)	i
Cc1ccc(-n2nnc(C(=O)NCC3CCCO3)c2C)cc1 (stereo not drawn)	i
Cc1ccc([N+](=O)[O-])cc1NC(=O)c1ccc(=O)n(Cc2ccccc2)c1	i
COc1ccc(OC)c(S(=O)(=O)Cc2nc(-c3ccc(C)cc3)no2)c1	i
O=C(NCCOc1ccc2nnc(-c3ccccc3Cl)n2n1)c1cccc(Cl)c1	i
